Compound activity: PubChem, several laboratories
phage Ecoli inh = E. coli growth loss with phage present; growth absorbance; inhibition, % at 11.9 µM; 0.26% of 360,000 active; AID 651602; in the data active = inhibition above about 11%
Tat transport = inhibitors of E. coli Tat protein transport; E. coli MC4100 TorA-mCherry Tat export, fluorescence; inhibition, % at 10 µM; 0.036% of 340,000 active; AID 488895;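 active = mean replicate inhibition at least 50% and at least half of replicates individually reaching 50%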;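 also: exported cargo escapes ClpAP degradation while cytoplasmic cargo is degraded and loses fluorescence; 0% = median of neutral control wells and 100% = median of NaSCN control wells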
PKA-R1A activ = activates the PKA-R1A holoenzyme complex; P00514+P68181; PKA-R1A dissociation, Cy5-IP20 fluorescence polarization; scaled: DMSO 0%, 113 µM cGMP 100%; activation, % at 11.4 µM; 0.083% of 340,000 active; AID 504707;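 active = percent activation above the mean of all tested compounds plus 3 SD, cut at about 19% in these data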;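 also: higher means more PKAc released from R1A so a rise in polarization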
OPRM1-OPRD1 ag = OPRM1-OPRD1 heterodimerization agonism; activation, % at 9.3 µM; cells, luminescence; 0.3% of 340,000 active; in the data active = activation above about 18%;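 also: 0% = vehicle-treated cells and 100% = reference agonist; values of inactives mirror those of a sister screen read the other way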
PKA-R2B activ = activators of human PKA-R2B complex. P22694+P31323. PKA-R2B holoenzyme dissociation, Cy5-IP20 fluorescence polarization; R2B truncated from residue 108, S112A mutant; 0% DMSO only, 100% 113 µM cGMP. activation, % at 11.4 µM. 0.079% of 340,000 active. AID 504700;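 active = activation above a cutoff set at the mean over all compounds plus 3 SD, cut at about 18% in these data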;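 also: higher means more holoenzyme dissociation and a rise in polarization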
Target sequence (P31323 whole entry, looked up, other chains not shown, the tested form may be a part): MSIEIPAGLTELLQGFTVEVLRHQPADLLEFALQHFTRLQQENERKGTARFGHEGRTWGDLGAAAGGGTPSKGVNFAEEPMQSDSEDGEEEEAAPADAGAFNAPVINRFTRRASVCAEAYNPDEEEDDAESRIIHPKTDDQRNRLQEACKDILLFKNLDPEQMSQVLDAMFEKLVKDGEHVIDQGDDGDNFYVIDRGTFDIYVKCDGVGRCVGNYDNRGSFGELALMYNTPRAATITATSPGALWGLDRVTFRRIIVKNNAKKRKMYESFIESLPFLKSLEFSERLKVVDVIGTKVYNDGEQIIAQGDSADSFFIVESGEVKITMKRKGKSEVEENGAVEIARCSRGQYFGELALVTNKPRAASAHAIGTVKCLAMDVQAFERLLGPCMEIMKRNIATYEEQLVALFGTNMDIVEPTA
MOR-DOR inv ag = inverse agonists of human mu-delta opioid receptor heterodimerization; cell-based MOR-DOR heterodimer luminescence, inverse agonism; 0.21% of 340,000 active; P35372+P41143; inhibition, % at 9.3 µM; AID 504357; in the data active = inhibition above about 22%, passing the limit was not always enough;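 also: 0% = cells with DMSO and 100% = wells without cells with DMSO; values of inactives mirror those of a sister screen read the other way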
Mot1-301 SUMO = SUMOylation pathway inhibition by Mot1-301 growth rescue. S. cerevisiae Mot1-301 growth rescue, ATP luminescence, 38.5C; percent above DMSO median, 100 means doubled. growth rescue, % at 18.8 µM. 1% of 320,000 active. AID 2716;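 active = every valid replicate shows activation above 250% relative to neutral control wells; inactive = the rest, any valid replicate at or below 250%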;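 also: OY570 slx delta 5 strain wells were the positive control but not used for scaling; some compounds called inactive have numbers as strong as hits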
Ecoli viability = reduces bacterial viability in AddAB counter-screen. E. coli V3065 growth, OD600 absorbance, 18 h. inhibition, % at 11.9 µM. 0.27% of 330,000 active;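 active = inhibition above the campaign's mean inhibition across all tested compounds plus 3 SD, cut at about 9.9% in these data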;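 also: uninfected addAB+ strain grown without phage in ampicillin broth; 0% = DMSO wells and 100% = ciprofloxacin 0.95 µg/ml wells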
AddAB inh = less growth of phage-infected E. coli with AddAB; 0.29% of 330,000 active; AID 435030; inhibition, % at 11.9 µM; E. coli expressing H. pylori AddAB, absorbance growth; in the data active = inhibition above about 12%;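 also: 0% = vehicle wells of infected cells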
PfHsp90 yeast 2 = inhibits growth of yeast expressing Plasmodium falciparum Hsp90 | S. cerevisiae expressing PfHsp90, BacTiter-Glo ATP, 48 h; yeast lacking PDR1 and PDR3 efflux regulators | inhibition, % at 9.4 µM | 0.32% of 310,000 active;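 active = every replicate shows inhibition above about 80%, whatever the replicate mean, limit read from the data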;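 also: 0% = DMSO neutral controls and 100% = 20 µM radicicol positive controls; yeast relying on Plasmodium falciparum Hsp90 in place of its own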
HTR5A inv ctr = HTR5A inverse agonism, opioid heterodimer counter-screen; P47898; HTR5A cell line, luminescence; inhibition, % at 9.3 µM; 0.083% of 340,000 active; in the data active = inhibition mostly above about 23%, no sharp cut-off; inactive = mostly below about 18%;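 also: 0% = cells with DMSO and 100% = no-cell wells with DMSO; some compounds called inactive have numbers as strong as hits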
Target sequence (P47898 whole entry, looked up): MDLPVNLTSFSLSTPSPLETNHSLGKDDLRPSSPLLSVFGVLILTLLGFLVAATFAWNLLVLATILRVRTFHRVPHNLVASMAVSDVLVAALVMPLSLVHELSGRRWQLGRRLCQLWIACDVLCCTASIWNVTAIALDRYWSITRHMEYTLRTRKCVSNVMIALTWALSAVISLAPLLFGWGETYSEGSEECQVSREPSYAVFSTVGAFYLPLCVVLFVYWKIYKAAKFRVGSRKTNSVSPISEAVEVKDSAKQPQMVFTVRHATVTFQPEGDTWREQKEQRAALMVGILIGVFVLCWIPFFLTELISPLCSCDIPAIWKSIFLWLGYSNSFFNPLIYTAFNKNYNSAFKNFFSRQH
* = called active by the depositor; . = not tested or not shown.

SMILES	phage Ecoli inh	Tat transport	PKA-R1A activ	OPRM1-OPRD1 ag	PKA-R2B activ	MOR-DOR inv ag	Mot1-301 SUMO	Ecoli viability	AddAB inh	PfHsp90 yeast 2	HTR5A inv ctr
COc1ccc(C2CC(c3ccc(Cl)c(Cl)c3)Nc3nc(N)nn32)cc1 (stereo not given)	2.6	2	-2	-3.0	3	15	82	-1.4	0.0	-13	-8
CCc1nc(SCC(=O)Nc2cccc(C(F)(F)F)c2)c2c(=O)n(C)c(=O)n(C)c2n1	2.8	-9	-1	3.3	5	-18	-7	1.4	-0.2	-15	3
CCOC(=O)N(Cc1ccccc1)Cc1ccc(C(=O)N[C@@H](Cc2ccccc2)C(=O)O)cc1	-2.4	-9	-12	0.1	-3	-1	0	-2.5	-1.4	-4	19
CSc1ncccc1C(=O)N1CCN(C(=O)c2ccccc2)CC1	3.9	3	-5	-1.9	-12	9	4	-0.4	-0.1	-1	-14
O=[N+]([O-])c1cccc2c(N3CCOCC3)ccnc12	4.5	-4	11	-0.4	2	2	-5	1.4	3.9	10	1
CC(C)CCN(C(=O)Nc1ccccc1)C(C)c1cccs1 (stereo not given)	3.3	4	-4	5.5	2	-32	5	-1.3	2.8	.	14
O=C(OCC1COC(c2ccccc2)(c2ccccc2)O1)c1ccccc1 (stereo not given)	4.6	2	-7	4.8	-7	-23	.	.	.	4	3
COc1ccc(S(=O)(=O)N2CCN(C(=O)C3COc4ccccc4O3)CC2)cc1 (stereo not given)	2.5	8	-10	-1.8	0	7	-17	-0.5	-1.1	-8	-18
COc1ccc(C(=O)NCCCCCC(=O)N/N=C/c2ccco2)cc1OC	4.5	2	-10	-0.6	-8	3	18	0.7	3.7	-11	-10
NC(=O)CN(c1ccc(Oc2ccccc2)cc1)S(=O)(=O)c1ccccc1	-1.1	-5	-4	-1.7	-9	12	0	-1.0	-0.2	-42	-13
O=C1C2C3CC(C2C(=O)N1c1cccc(Cl)c1)[C@H](O)C3O (stereo not given in full)	3.2	0	-4	-0.9	-6	4	40	3.9	2.3	11	-32
CCOC(=O)CNC(=O)C12CC3CC(CC(C3)C1)C2	2.6	-17	-7	-4.2	0	22	109	2.2	-0.2	20	7
Cc1ccc(S(=O)(=O)Nc2csc(C)c2C(=O)O)cc1	1.1	-7	.	.	.	.	2	-2.8	3.4	-16	.
COc1cccc(C(=O)C2=NN(C(C)=O)CC2c2ccco2)c1 (stereo not given)	-2.0	3	-8	-0.3	-5	1	-10	-3.2	-3.0	-19	24
O=C(CCCc1c[nH]c2ccccc12)N1CCCCCC1	0.6	-3	-4	-1.0	-4	6	5	-0.8	0.2	3	-17
Cn1c(=O)c2c(ncn2CC(=O)Nc2nc(-c3ccccc3Cl)cs2)n(C)c1=O	1.6	-12	7	.	0	.	140	-0.2	-0.1	-22	.
CC(C)c1ccccc1OCC(O)CN1CCN(S(=O)(=O)c2ccc([N+](=O)[O-])cc2)CC1 (stereo not given)	0.5	-6	-12	15	-6	-68	-17	-4.5	-2.4	-6	-18
COc1ccc(CSc2nnnn2Cc2ccccc2)cc1OC	2.0	4	-14	0.1	11	-1	-19	-0.9	2.1	-21	10
CSc1nc(O)c(Nc2cccc(Cl)c2)c(=O)[nH]1	3.5	-13	-3	-4.0	-5	20	3	-0.7	0.5	10	-11
CS(=O)(=O)N1CCN(c2ccccc2NC(=O)Cc2ccc(Cl)cc2)CC1	3.9	-7	-5	-0.6	-5	3	-15	-0.3	-1.9	9	-3
Cn1c(SCC2CCCCC2)nnc1-c1ccncc1	1.2	15	5	-3.5	-1	18	-13	-2.8	-0.9	66	-2
Nc1cc2nsnc2cc1Br	2.4	-12	4	32*	6	-190	126	-0.7	-0.6	-8	-34
O=C(Oc1cccnc1)c1cc2ccccc2oc1=O	3.7	0	5	-3.4	-3	20	13	-0.1	3.2	12	-6
CC1(C)Cc2c(sc(NC(=O)COc3ccc(Cl)cc3Cl)c2C(N)=O)C(C)(C)N1	2.2	16	-11	2.9	7	-15	-25	0.0	1.1	-25	-11
O=C(CSc1nc(O)cc(=O)n1-c1ccccc1)NCc1ccccc1	0.1	-8	-6	0.3	2	-2	106	-2.8	0.8	16	15
O=C(C1=NN[C@@H]2C(=O)N(Cc3ccccc3)C(=O)[C@H]12)c1ccc([N+](=O)[O-])cc1	2.1	5	-2	1.8	-6	-9	-12	0.1	-1.4	-6	1
Cc1ccc(N2C(=O)c3ccccc3C2=O)nc1	1.4	5	-11	-3.3	-3	16	6	-0.3	0.7	8	3
CCOc1ccc(-n2c(SCc3ccc([N+](=O)[O-])cc3)nnc2-c2ccc(OC)cc2)cc1	1.1	9	-11	1.1	9	-5	-9	-3.6	-0.7	8	20
CCNc1c(NC(=O)COc2ccc(Cl)cc2)c(=O)oc2ccccc12	-9.6	-5	-11	-2.7	-4	14	-14	-2.2	0.2	16	-6
O=C1/C(=C\c2ccco2)SC(=S)N1c1ccccc1	0.4	-11	-10	2.1	0	-12	7	-1.1	-0.1	5	11

Copied from the list.
PfHsp90 yeast 2, Nc1cc2nsnc2cc1Br is entered as -8
AddAB inh, CCOc1ccc(-n2c(SCc3ccc([N+](=O)[O-])cc3)nnc2-c2ccc(OC)cc2)cc1 is entered as -0.7
PKA-R1A activ, O=C(Oc1cccnc1)c1cc2ccccc2oc1=O is entered as 5
HTR5A inv ctr, Cc1ccc(N2C(=O)c3ccccc3C2=O)nc1 is entered as 3
Ecoli viability, O=C(CSc1nc(O)cc(=O)n1-c1ccccc1)NCc1ccccc1 is entered as -2.8

Next structures.
SMILES	phage Ecoli inh	Tat transport	PKA-R1A activ	OPRM1-OPRD1 ag	PKA-R2B activ	MOR-DOR inv ag	Mot1-301 SUMO	Ecoli viability	AddAB inh	PfHsp90 yeast 2	HTR5A inv ctr
CC1(C)Cc2nc3sc4c(NCCO)ncnc4c3cc2CS1	2.8	3	5	-3.3	-1	16	-12	1.8	-0.3	-1	7
COc1ccc(C2=NOC(C(=O)Nc3ccc4c(c3)OCCO4)C2)c(OC)c1 (stereo not given)	7.2	0	0	-0.7	-6	3	-12	6.5	4.5	-4	4
CC(C)c1nc2ccccn2c1NC1CCCCC1	3.1	-5	-2	-1.7	-3	10	20	-1.3	0.3	34	15
O=C(CN1C(=O)c2ccccc2C1=O)NCCc1c[nH]c2ccc(Cl)cc12	3.6	3	4	2.3	-10	-16	-9	-1.6	2.4	-7	-9
O=C(NC1CCN(C(=O)NC2CCCCC2)CC1)c1cccc(F)c1	2.4	-3	2	-1.9	7	12	-8	-2.8	-1.4	17	10
CCN(CC)S(=O)(=O)c1ccc(N2CCCC2)c(NC(=O)c2ccc(OC)cc2OC)c1	2.3	5	1	-1.2	-7	6	.	-1.3	0.2	.	5
CN(C)S(=O)(=O)Nc1cc(Cl)cc(Cl)c1	3.9	7	-8	-1.7	5	9	1	-0.4	2.2	-46	-6
Cc1cccc(NC(=O)c2ccc(COc3ccc(Cl)cc3Cl)o2)n1	-0.1	-6	0	3.9	-1	-24	-3	1.5	1.2	-11	12
CCn1ncc(Br)c1C(=O)Nc1ccccc1OC	3.3	1	-4	3.2	-7	-17	234	-0.8	-0.2	-3	9
Cc1ccc(NC(=O)N2CCC(NC(=O)c3ccccc3C)CC2)cc1	1.5	-2	3	-1.3	6	8	9	0.3	3.7	.	-11

Molecules above with bromine:
SMILES	phage Ecoli inh	Tat transport	PKA-R1A activ	OPRM1-OPRD1 ag	PKA-R2B activ	MOR-DOR inv ag	Mot1-301 SUMO	Ecoli viability	AddAB inh	PfHsp90 yeast 2	HTR5A inv ctr
Nc1cc2nsnc2cc1Br	2.4	-12	4	32*	6	-190	126	-0.7	-0.6	-8	-34
CCn1ncc(Br)c1C(=O)Nc1ccccc1OC	3.3	1	-4	3.2	-7	-17	234	-0.8	-0.2	-3	9

Further entries:
SMILES	phage Ecoli inh	Tat transport	PKA-R1A activ	OPRM1-OPRD1 ag	PKA-R2B activ	MOR-DOR inv ag	Mot1-301 SUMO	Ecoli viability	AddAB inh	PfHsp90 yeast 2	HTR5A inv ctr
Cc1cccc(N2CCN(C(=O)c3cc(S(=O)(=O)N(C)C)ccc3N3CCCC3)CC2)c1C	0.8	7	-12	-2.1	-19	10	10	0.1	1.4	-12	-4
Cc1ccc(C(=O)N2CCN(S(=O)(=O)c3ccccc3)CC2)cc1	2.2	-1	-11	-1.1	-8	6	-12	-1.7	2.1	21	2
CC(C)(C)N1CC(C(=O)Nc2ccc(C#N)cc2)CC1=O (stereo not given)	1.8	3	1	-1.8	-2	8	94	-3.0	0.2	16	-20
Cc1nnc(N2CCN(Cc3ccccc3)CC2)[nH]c1=O	2.4	-6	-10	-5.4	-6	22	10	1.7	4.3	13	10
CC(OC(=O)CCOc1ccccc1)C(=O)NC1CC1 (stereo not given)	4.5	-6	5	-2.1	-7	14	-1	-0.2	-2.2	-4	9
OC(c1cc(-c2cccc(Cl)c2)nc2ccccc12)C1CCCCN1 (stereo not given)	4.4	-6	-5	12	-3	-62	.	.	.	.	-2
CC(O)Cn1c(N2CCCC2)nc2c1c(=O)[nH]c(=O)n2C (stereo not given)	-1.3	2	3	-0.6	1	3	-5	-1.0	2.5	9	9
CN1C(=O)CC2(CC(=O)N(Cc3ccccc3)C2)C1=O (stereo not given)	4.6	2	-6	0.9	5	-6	-10	-1.8	-0.3	0	-5
CCN(CC(=O)Nc1ccc(NC(C)=O)cc1)C(=O)/C=C/c1c(C)nn(-c2ccc(F)cc2)c1Cl	1.4	2	5	-0.9	-8	6	.	.	.	.	-10
CC(C)N(C(=O)c1nn(C)c2c1CSc1ccccc1-2)C1CCCCC1	-1.8	10	-9	5.8	-6	-31	-3	0.4	1.9	-2	2
COc1ccc(S(=O)(=O)NC(C)C(=O)NCc2cccnc2)cc1C (stereo not given)	1.0	-6	-14	-1.0	-10	5	-10	1.2	5.5	11	15
C[C@]1(C(=O)O)C=C[C@@H](Cc2ccccc2)N1C(=O)c1ccccc1	4.0	11	-5	-0.9	-5	5	0	-0.1	2.6	7	13
CC(=NC1CCCCC1)C1=C(O)c2ccccc2C1=O	1.0	2	-10	-2.4	-1	11	93	0.9	0.9	-21	-32
Cc1onc(-c2ccccc2)c1C(=O)Nc1c(C)n(C)n(-c2ccccc2)c1=O	0.2	7	-19	-1.9	-10	11	9	2.1	3.9	17	28
NC(=O)c1ccc[n+](CC(=O)c2ccc(Br)cc2)c1	2.8	-6	-4	-0.6	-4	3	5	-1.2	-2.4	-19	19
O=C(Nc1ccccc1)c1ccc(-c2ccccc2C(F)(F)F)o1	4.0	3	6	6.0	-10	-28	13	0.3	0.4	27	-38
CCOC(=O)COc1cc(O)c2c(=O)cc(-c3ccccc3)oc2c1	2.8	0	0	-1.0	-5	6	165	-0.5	1.6	-4	9
CN1CCN(C(=O)c2ccc3c(c2)N(C)C(=O)/C(=C/c2cccc(Cl)c2)S3)CC1	0.1	11	-5	0.9	2	-5	7	-1.8	-1.3	2	-21
